High-throughput results deposited in PubChem BioAssay by The Scripps Research Institute Molecular Screening Center.
GPR151 ag: activates the human receptor GPR151. Q8TDV0. PathHunter beta-arrestin GPR151 cells, luminescence. activation, % at 11.2 µM. actives 1% (n = 650,000). AID 1508602; in the data active = activation above about 4.9%;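 note: 0% = median of compound wells and 100% = cells with positive control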
Target sequence (Q8TDV0 whole entry, looked up): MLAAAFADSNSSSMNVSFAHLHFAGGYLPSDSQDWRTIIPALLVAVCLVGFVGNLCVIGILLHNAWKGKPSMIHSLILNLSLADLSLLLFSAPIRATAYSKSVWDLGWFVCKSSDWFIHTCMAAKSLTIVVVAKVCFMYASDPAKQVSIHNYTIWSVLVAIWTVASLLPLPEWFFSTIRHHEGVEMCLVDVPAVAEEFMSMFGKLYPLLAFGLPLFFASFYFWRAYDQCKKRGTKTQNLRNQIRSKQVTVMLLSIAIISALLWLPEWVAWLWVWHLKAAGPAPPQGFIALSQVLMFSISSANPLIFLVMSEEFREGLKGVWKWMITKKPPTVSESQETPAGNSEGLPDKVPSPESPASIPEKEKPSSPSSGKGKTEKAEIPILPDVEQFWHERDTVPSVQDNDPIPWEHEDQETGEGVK
FBW7 activator: activators of human E3 ligase FBW7. actives 0.13% (n = 650,000). normalized activity (activation), % at 26.1 µM. AID 1259310. AlphaScreen FBW7–phospho-cyclin E peptide binding, activator screen. Q969H0; in the data active = normalized activity above about 1.9%;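 note: purified mutant Fbw7 with reduced substrate affinity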
TEAD-YAP inh: TEAD-YAP interaction inhibition; HEK-TIYL cells, TEAD-Gal4/YAP UAS-luciferase luminescence; inhibition, % at 9.12 µM; actives 1.4% (n = 640,000); in the data active = inhibition above about 32%;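 note: 0% = median of test compound wells and 100% = reference inhibitor wells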
MITF inh: human MITF inhibition, primary screen. O75030. AlphaScreen MITF homodimerization, bead proximity signal. inhibition, % at 2.6 µM. actives 0.91% (n = 650,000). AID 1259374; in the data active = inhibition above about 50%;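 note: 0% = vehicle wells with protein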
Target sequence (O75030 whole entry, looked up): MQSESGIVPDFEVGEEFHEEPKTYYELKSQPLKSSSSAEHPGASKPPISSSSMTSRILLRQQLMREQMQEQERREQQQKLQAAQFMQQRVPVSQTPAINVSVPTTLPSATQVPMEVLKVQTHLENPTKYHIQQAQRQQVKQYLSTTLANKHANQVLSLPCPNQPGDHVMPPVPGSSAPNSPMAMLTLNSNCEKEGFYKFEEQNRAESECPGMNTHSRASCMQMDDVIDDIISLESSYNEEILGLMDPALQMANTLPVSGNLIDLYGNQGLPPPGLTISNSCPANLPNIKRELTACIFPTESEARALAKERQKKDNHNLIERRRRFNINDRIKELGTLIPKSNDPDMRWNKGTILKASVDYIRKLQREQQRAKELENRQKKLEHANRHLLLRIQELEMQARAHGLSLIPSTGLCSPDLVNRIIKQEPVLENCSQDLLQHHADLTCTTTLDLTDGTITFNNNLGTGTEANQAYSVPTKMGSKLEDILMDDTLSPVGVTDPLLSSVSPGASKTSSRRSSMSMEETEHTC
* hit, by the source's call.

SMILES | GPR151 ag | FBW7 activator | TEAD-YAP inh | MITF inh
O=C(CCC1CCN(Cc2ccccc2Cl)CC1)NC1CC1 | -1.8 | 0.0 | -5 | -11
COc1ccccc1C(CC(=O)O)c1ccco1 (configuration not stated) | 0.9 | -0.1 | 9 | 9
COc1ccccc1C(=O)NNC(=O)Cc1csc(N)n1 | -0.1 | -0.7 | 4 | 11
COc1ccc(OC)c(-c2cc(Cl)c3c(c2)CC(CNC(=O)c2ccnn2C)O3)c1 (configuration not stated) | 1.1 | 0.7 | 9 | 19
CCOC(=O)Cc1csc(NC(=O)c2cccc(N3C(=O)CCC3=O)c2)n1 | -0.6 | 0.0 | 2 | -3
CCC1CCC(C(=O)Nc2ccc(OC)cc2)CC1 (configuration not stated) | -1.1 | 0.0 | -49 | -2
O=c1c(-c2cccc([N+](=O)[O-])c2)[n+]([O-])c2ccccc2n1OCc1ccccn1 | 1.1 | 0.0 | -5 | 12
CCN(c1ccccc1)S(=O)(=O)c1ccc2[nH]cc(C(=O)NCc3ccccc3OC)c(=O)c2c1 | -0.1 | 0.2 | -2 | -5
CC(=O)C1=C(O)C(=O)N(c2ccccn2)C1c1cccnc1 (configuration not stated) | 0.1 | 0.5 | 0 | 13
COc1ccc(NC(=O)C(NC(=O)c2ccccc2)C(C)C)cc1 (configuration not stated) | -0.9 | 0.2 | 0 | -18
CCc1cc2c(SCC(=O)c3ccc(C)cc3)ncnc2s1 | 0.7 | 0.3 | -5 | -8
Cc1ccc(NC(=O)C2CCN(S(=O)(=O)c3ccc4c(c3)OCC(=O)N4)CC2)nc1 | 0.6 | -0.1 | 0 | 2

Next section, starting with the last five of the part before.
SMILES | GPR151 ag | FBW7 activator | TEAD-YAP inh | MITF inh
CCN(c1ccccc1)S(=O)(=O)c1ccc2[nH]cc(C(=O)NCc3ccccc3OC)c(=O)c2c1 | -0.1 | 0.2 | -2 | -5
CC(=O)C1=C(O)C(=O)N(c2ccccn2)C1c1cccnc1 (configuration not stated) | 0.1 | 0.5 | 0 | 13
COc1ccc(NC(=O)C(NC(=O)c2ccccc2)C(C)C)cc1 (configuration not stated) | -0.9 | 0.2 | 0 | -18
CCc1cc2c(SCC(=O)c3ccc(C)cc3)ncnc2s1 | 0.7 | 0.3 | -5 | -8
Cc1ccc(NC(=O)C2CCN(S(=O)(=O)c3ccc4c(c3)OCC(=O)N4)CC2)nc1 | 0.6 | -0.1 | 0 | 2
CC1CCN(c2c(NCC3CCC(C(=O)Nc4ccccn4)CC3)c(=O)c2=O)CC1 (configuration not stated) | -0.6 | 0.0 | 5 | -6
O=C(Nc1cccc2ccccc12)C1CCCCN1S(=O)(=O)c1ccccc1 (configuration not stated) | 0.5 | 0.1 | 9 | 4
Cc1c(Cl)cccc1NC(=O)c1sc2nc3c(cc2c1N)C(=O)CCC3 | -0.4 | 0.1 | 41* | 13
C=CCOc1ccc(/C=C2\NC(=O)N(Cc3ccc(Cl)cc3)C2=O)cc1 | 2.1 | -0.1 | -2 | 12
O=C1CC(c2ccccc2)CC2=C1C(c1cccc(Br)c1)Nc1ccccc1N2 (configuration not stated) | 0.2 | -0.2 | 8 | 1
CCOC(=O)C1(CC)CC(C)(c2csc(N)n2)OC1=O (configuration not stated) | -1.1 | -0.1 | 0 | 7
Cc1ccc(OCC(=O)NNC(=O)/C=C/c2ccco2)cc1C | 0.5 | 0.1 | -2 | 3
CCC(C)NC(=O)c1cc2c(s1)CS(=O)(=O)C2 (configuration not stated) | -0.4 | 1.7 | 1 | 12
CCOC(=O)c1ccc(N/C=C/C(=O)c2ccc(OC)c(OC)c2)cc1 | -0.6 | 0.1 | 13 | 23
COc1ccc(-c2nc3cc(C)ccn3c2NCC2CCCO2)cc1OC (configuration not stated) | 3.8 | 0.1 | 10 | 19
COC(=O)C1=C(N)Oc2cc(C)[nH]c(=O)c2C1c1cccc(Cl)c1 (configuration not stated) | -0.7 | -0.1 | 7 | 12
Brc1ccc2c(c1)c1c3c(nccn32)CCC1 | -0.9 | 0.1 | -4 | 13
CCOC(=O)C1=C(C)C(C(=O)OCC)(C(=O)OCC)NC(C)=C1c1ccccc1 | -1.5 | -0.2 | -1 | -24
COc1ccccc1NC(=O)c1c(NC(=O)CCC(=O)O)sc2c1CCCCC2 | -0.9 | 0.1 | -1 | 13
c1ccc2sc(CN3CCc4nncn4CC3)nc2c1 | 0.6 | 0.1 | -6 | -4
O=C1CCN(S(=O)(=O)c2ccccc2)[C@@H]2CCCC[C@H]12 | -0.7 | 0.1 | 10 | 0
Cc1cc(C)n2nc(SCc3cccc(F)c3)nc2n1 | 0.5 | 0.6 | -23 | 20
O=C(CN1CCOCC1)Nc1sc2c(c1C(=O)NCc1ccccc1)CCCC2 | -1.0 | -0.2 | 1 | 0
CCOC(=O)C1=C(C)N(C)C(=O)NC1c1ccccc1O (configuration not stated) | -0.4 | -0.1 | 2 | -3
O=C(NCc1ccccc1)c1ccc(N2CC3CC(C2)c2cccc(=O)n2C3)c(NS(=O)(=O)c2ccc(F)cc2)c1 (configuration not stated) | -0.6 | -0.1 | -13 | -15
CCOc1ccc(NC(C)C(=O)N/N=C/c2cc([N+](=O)[O-])cc(OC)c2O)cc1 (configuration not stated) | 1.4 | 0.6 | -11 | 15
CCOc1ccc(N(C(=O)c2ccc(C)cc2)C2C=CS(=O)(=O)C2)cc1 (configuration not stated) | 1.2 | -0.1 | -4 | 2
CCOc1ccc(C(=O)Nc2ccc(S(=O)(=O)Nc3nnc(CC)s3)cc2)cc1 | -0.2 | -0.1 | -9 | 1
N#Cc1c(-c2ccccc2)cc(-c2ccccc2)nc1SCCS(=O)(=O)Cc1ccccc1 | 0.0 | 0.3 | 11 | 5
Cc1cc2c(s1)c1cnn(C(C)C)c(=O)c1n2C | 0.1 | -0.2 | -32 | 14
CCCC(=Nc1ccc(N)cc1)C1=C(O)C(C(=O)OC)C(C)(C)CC1=O (configuration not stated) | 0.4 | -0.4 | 9 | 24
O=C(Nc1ccccc1O)C1OC2OC3(CCCCC3)OC2C2OC3(CCCCC3)OC12 (configuration not stated) | 0.9 | -0.1 | -4 | 3
CCc1c(C)sc(NC(=O)c2ccc([N+](=O)[O-])cc2Cl)c1C#N | 0.7 | 0.0 | 3 | 5
COC(=O)c1ccc(C(=O)Nc2ccc(Oc3cccc(Oc4ccc(NC(=O)c5ccc(C(=O)OC)cc5)cc4)c3)cc2)cc1 | -1.3 | 0.0 | 1 | -3
O=C(CSc1nnnn1C1CCCC1)NC1CCCCC1 | -0.1 | 0.2 | -22 | -6
NS(=O)(=O)c1ccc(NC2=C(Cl)C(=O)N(c3ccccc3Cl)C2=O)cc1 | 1.3 | 1.5 | 15 | 20
COc1ccc(NC(=O)c2cn(-c3ccc(C)c(C)c3)c(=O)c3ccccc23)c(OC)c1 | 0.0 | 0.4 | 9 | 7
CCOc1ccc2nc(N3CCC(C(=O)NCCCN4CCCC4=O)CC3)nc(C)c2c1 | -0.8 | 0.7 | -4 | 11
CC(C(=O)Nc1cccc2c1C(=O)c1ccccc1-2)N1C(=O)C2C3C=CC(C3)C2C1=O (configuration not stated) | 1.6 | 0.0 | 2 | 6
Cc1ccc(NC(=O)CCC(=O)NNC(=O)Nc2ccc(Cl)cc2)c(C)c1 | 1.1 | -0.1 | 7 | 6
O=C(CSc1nccc(=O)[nH]1)c1c[nH]c2ccccc12 | 2.4 | 0.0 | 2 | -3
CC(C)(C)NC(=O)CSc1nnc(-c2ccncc2)n1Cc1ccco1 | 0.9 | -0.2 | -7 | 5
O=C(Cc1ccccc1)c1cc(O)c(O)cc1O | 1.0 | -0.4 | 4 | 15
Cc1ccccc1Cn1cnc2c(cnn2-c2ccc(Cl)cc2)c1=O | -0.7 | -0.1 | 3 | -4
CCCCNC(=O)C(=O)N/N=C/c1ccc(C(=O)OC)cc1 | -0.7 | -0.1 | -1 | -1
Cc1ccc(Cn2ncc3c(N4CCN(CC#N)CC4)ncnc32)cc1 | -0.7 | 0.1 | 2 | -13
COC1=C/C(=C/c2c(N)n3nc(-c4cccs4)sc3nc2=O)C=CC1=O | 1.4 | -0.1 | 0 | 1
COc1ccc(OC)c(S(=O)(=O)NNC(=S)Nc2ccc3c(c2)OCO3)c1 | 0.8 | -0.1 | -3 | -2
Cc1cc(C)nc(N2CCC(C(=O)NCc3ccncc3)CC2)n1 | -0.3 | -0.1 | -1 | -11
COC(=O)c1ccc(-n2c(/C=C\c3cccc(Br)c3)nc3ccccc3c2=O)cc1 | 0.0 | 0.1 | -4 | -12
O=C(O)c1ccc(CNS(=O)(=O)c2c(Cl)cccc2Cl)cc1 | -1.0 | 0.5 | 1 | 9
COc1ccc(C2CCN(CC(=O)NCc3ccco3)CC2)cc1 | -0.4 | 0.0 | -1 | 26
CCCn1ncc(CN2CCN(Cc3ccc(OC)c(C)c3C)C(CCO)C2)c1C (configuration not stated) | -0.8 | -0.1 | 12 | -4
COc1cccc(OC)c1C(=O)ON1C(=O)c2ccccc2C1=O | 0.0 | 0.9 | 0 | 11
COc1ccc(-c2nc3cc(NC(=O)COc4ccc([N+](=O)[O-])cc4)ccc3o2)cc1 | 1.2 | 0.1 | 2 | 0
CC(=O)NCCc1nc2cc(NC(=O)Cn3nc(C)c4ccccc4c3=O)ccc2n1C | -0.5 | 0.2 | 4 | -1
CCOCCOC(=O)c1ccc(NC(=O)/C=C/c2ccccc2Cl)cc1 | -0.1 | -0.1 | 2 | 1
COc1cccc(C(=O)COc2cccc3ccccc23)c1 | -0.2 | 0.3 | -52 | -4
COc1ccc(NC(=O)C(OC)c2ccccc2)cc1Cl (configuration not stated) | 0.2 | -0.1 | 1 | -13
Cc1ccc(C(=O)C2CCN(C(=S)NCCCOC(C)C)CC2)cc1 | -0.2 | -0.1 | 12 | -11
CC(C)NC(=O)NC(=O)COC(=O)c1ncc(Cl)c(Cl)c1Cl | -1.3 | 0.1 | 2 | 7
CCOc1ccccc1C(=O)Nc1cc(C(=O)O)cc(C(=O)O)c1 | 2.3 | -0.1 | 4 | -23
CCn1cc(SCC(=O)NC2CCCCC2)c2ccccc21 | -0.8 | 0.0 | -6 | 9
CCN1C2=C(C(=O)CC(C)(C)C2)C(c2cccc(O)c2)C2=C1CC(C)(C)CC2=O | -1.3 | 0.0 | 3 | 4
O=c1cc(CSc2nc(Nc3ccc(F)c(F)c3)c3ccccc3n2)nc2ccc(Cl)cn12 | -1.9 | 0.7 | 13 | 6

Next part.
SMILES | GPR151 ag | FBW7 activator | TEAD-YAP inh | MITF inh
CC(C)CCN1CCNC(=O)C1CC(=O)NCC1(c2ccccc2)CCOCC1 (configuration not stated) | 6.1* | -0.1 | 5 | 10
CC(=O)N(CN1C(=O)CCC1=O)c1ccc(Cl)c(Cl)c1 | 0.1 | 0.1 | 5 | 9
CC(C)CCOc1ccc(C(CC(N)=O)CC(=O)O)cc1 (configuration not stated) | -0.4 | 0.0 | 4 | 13
O=C(CC(O)(c1ccccc1)C(F)(F)F)c1cccs1 (configuration not stated) | 0.4 | 0.1 | 2 | 3
COC(=O)Nc1ccc(S(=O)(=O)NCc2ccc(C)cc2)cc1 | -1.0 | -0.1 | 4 | 10
CCn1ncc2c1N1COCN(C2)c2c(cnn2CC)C1 | -0.4 | 0.1 | 3 | 0
CCc1ccc(C2=NC(c3cccc(F)c3)NC(c3ccccc3O)C2)cc1 (configuration not stated) | 0.4 | 0.0 | -49 | 3
Cc1ccc2c(c1)-c1c(cnn1CC(=O)NC1CCCCC1)CO2 | -0.1 | 0.0 | -11 | -4
CCOC(=O)N1CCN(C(=O)CCC2(Cc3ccc(Cl)cc3)CCC(=O)N2)CC1 (configuration not stated) | -0.6 | -0.1 | -5 | 14
Cc1cc2oc(=O)cc(COn3nnc4ccccc43)c2cc1C(C)C | 2.3 | 0.3 | 2 | 1
COc1cccc(CN2CCN3C(=O)[C@@H](Cc4ccc(O)cc4)NC(=O)[C@H]3C2)c1 | 0.0 | -0.2 | -5 | -1
CCC(=O)N1CCc2cc(S(=O)(=O)NC(CC(C)C)C(=O)N3CCCCCC3)ccc21 (configuration not stated) | -0.2 | 0.0 | -16 | 5

Entries of single compounds as entered above:
COc1cccc(CN2CCN3C(=O)[C@@H](Cc4ccc(O)cc4)NC(=O)[C@H]3C2)c1 across the screens: GPR151 ag = 0.0; FBW7 activator = -0.2; TEAD-YAP inh = -5; MITF inh = -1
CCOC(=O)N1CCN(C(=O)CCC2(Cc3ccc(Cl)cc3)CCC(=O)N2)CC1 (configuration not stated) across the screens: GPR151 ag = -0.6; FBW7 activator = -0.1; TEAD-YAP inh = -5; MITF inh = 14
CCc1ccc(C2=NC(c3cccc(F)c3)NC(c3ccccc3O)C2)cc1 (configuration not stated) across the screens: GPR151 ag = 0.4; FBW7 activator = 0.0; TEAD-YAP inh = -49; MITF inh = 3

(more compounds)
SMILES | GPR151 ag | FBW7 activator | TEAD-YAP inh | MITF inh
CCCOC(=O)c1cc(NC(=S)NC(=O)c2ccc(OC)c(Br)c2)ccc1Cl | -0.1 | 0.0 | 5 | 12
Cc1cc(Br)ccc1OCC(=O)Nc1cccc(F)c1 | 1.4 | 0.8 | -61 | 11
CC(C)c1ccc(-c2c(C#N)c(N)nc(SC3CCCCC3=O)c2C#N)cc1 (configuration not stated) | 1.2 | 0.1 | -1 | 4
CCNc1nc(Cl)nc(N2CC(CCl)OC2=N)n1 (configuration not stated) | -1.5 | 0.1 | 3 | 12
O=C(Nc1nc2c(ccc3ccccc32)s1)C1CCN(c2ncccn2)CC1 | 0.4 | 0.3 | 3 | 10
